TRPV1 agonist – activates the human vanilloid receptor TRPV1 | Q8NER1 | TRPV1-expressing cells, Fluo-8 calcium influx, agonist mode | activation, % at 8.33 µM | 0.19% of 320,000 active; in the data active = activation above about 80%; inconclusive = between about 30% and that limit; also: 0% is about no effect
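TRPV1-expressing cells were cultured overnight at 35.5C and loaded with Fluo-8 calcium dye for 40 to 90 min at room temperature. After a 10 s baseline, compound was added and calcium influx was read kinetically for 3 min (ex 480/em 520 nm).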
A-T KAP1 phos – potential ataxia-telangiectasia treatments restoring KAP-1 phosphorylation. […] A-T fibroblasts, KAP-1 phosphorylation AlphaLISA; neocarzinostatin DNA damage 30 min before lysis. Potency, µM (series often up to 57.5 µM), for the others: top-dose activation, usual class: activators. 0.19% of 320,000 active; also: potency is read from the fitted curve at half-maximal effect; % of control where 0% means no effect; nearly all actives have a fitted effect of over 45% in size
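hTERT-immortalized A-T patient fibroblasts ([…]), 500 cells/well in OPTI-MEM, 1% FBS, got compounds for 60 min, then NCS for 30 min at 37C. Lysates were then assayed for phospho-KAP-1 by AlphaLISA (anti-pKAP1 donor, anti-KAP1 acceptor beads), 6 hr at 25C.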
KCNH2 WT inh – KCNH2 (human, wildtype) channel inhibition | U2OS, BacMam KCNH2, thallium flux FluxOr; stronger effect = lower value | activity change, % at 1.84 µM | 0.37% of 340,000 active | AID 720551;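 active = maximum activity change below -70%; inconclusive = maximum activity change between -70% and -50%; inactive = maximum activity change above -50%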; also: % is scaled to controls: 0 for no effect and ±100 for the full control effect
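U2OS cells were transduced with wild-type KCNH2 virus (2.03 x 10^8 / mL) for 4 h at room temperature, then cultured overnight at 37 C. Thallium flux was read with FluxOr dye. Rate constants were normalized to DMSO controls.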
Mito fusion yeast – blocks mitochondrial division or promotes mitochondrial fusion. S. cerevisiae fusion-defective mutant growth rescue, CellTiterGlo 48 h. Potency, µM (highest dose often 46.1 µM), inactives show at the top dose growth rescue (activation), most hits filed as activators. 0.23% of 320,000 active. AID 485298;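 also: potency is read from the fitted curve at half-maximal effect; % of control where 0% means no effect; nearly all actives have a fitted effect of over 45% in size; temperature-sensitive fusion mutants such as fzo1-1 at 37 °C on non-fermentable ethanol glycerol medium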
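Temperature-sensitive fusion-defective S. cerevisiae (e.g. fzo1-1, mgm1-5) were grown with compound in YPEG medium (3% ethanol, 3% glycerol) for 48 hours at 37C. Growth rescue was measured as viability by CellTiterGlo luminescence after 10 minutes at ambient.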
TCR activator – activates T cell receptor signaling | primary human leukocytes, anti-CD3, IL-2 HTRF, 48 h | Potency, µM (series often up to 9.22 µM), for inactives: top-dose activation of IL-2 secretion, most hits filed as activators | 330,000 tested, under 10 active | AID 504894; also: % of control where 0% means no effect
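1) Mix primary human leukocytes, a-CD3 beads and compound. 2) Incubate 48 hr. 3) Add HTRF IL-2 reagents (a-IL-2-K, a-IL-2-d2).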
USP2a inh – blocks human ubiquitin-specific protease USP2a | O75604 | USP2 core, Ub-CHOP2 coupled fluorogenic reporter, 485/531 | Potency, µM (series often up to 38.3 µM), without a hit: top-dose activity change, negative = inhibition, most hits filed as inhibitors | 0.01% of 330,000 active | AID 463254;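 also: potency is read from the fitted curve at half-maximal effect; plate controls were DMSO wells for no effect and full inhibition by NEM control for full effect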
Target sequence (O75604 whole entry, looked up): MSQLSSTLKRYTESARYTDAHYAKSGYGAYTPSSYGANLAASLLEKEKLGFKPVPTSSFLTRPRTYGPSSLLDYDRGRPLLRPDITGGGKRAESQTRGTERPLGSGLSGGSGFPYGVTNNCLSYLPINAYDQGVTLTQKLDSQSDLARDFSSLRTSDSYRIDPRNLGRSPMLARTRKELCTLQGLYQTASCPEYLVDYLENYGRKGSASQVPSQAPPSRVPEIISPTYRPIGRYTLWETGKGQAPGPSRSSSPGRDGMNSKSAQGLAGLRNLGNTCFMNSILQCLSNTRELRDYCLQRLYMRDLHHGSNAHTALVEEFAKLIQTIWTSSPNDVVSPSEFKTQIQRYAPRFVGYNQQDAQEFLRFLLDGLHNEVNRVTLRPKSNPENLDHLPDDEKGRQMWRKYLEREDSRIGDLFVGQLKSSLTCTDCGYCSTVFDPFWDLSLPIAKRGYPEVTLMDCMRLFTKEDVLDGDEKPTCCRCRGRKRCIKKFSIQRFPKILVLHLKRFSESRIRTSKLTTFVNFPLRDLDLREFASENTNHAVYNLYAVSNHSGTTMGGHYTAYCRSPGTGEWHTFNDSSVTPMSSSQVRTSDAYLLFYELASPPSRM
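Cell-free coupled assay: 10nM USP2 core preincubated 30min RT with compound in Tris-HCl pH 8.0/CaCl2/CHAPS buffer, then 25nM Ub-CHOP2 and 25nM reporter substrate; fluorescence (Ex 485/Em 531) read after 60min RT, normalized to NEM inhibition, concentration-response curves fitted.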
Eya2 phos inh – inhibitors of human Eya2 phosphatase activity. O00167. recombinant Eya2, OMFP fluorescence dephosphorylation (OMFP is methylfluorescein phosphate). Potency, µM (titrated, usually from 76.9 µM), inactives show at the top dose activity, negative = inhibition, hits mostly inhibitors. 0.006% of 330,000 active. AID 488837; also: potency is read from the fitted curve at half-maximal effect; % is scaled to controls: 0 for no effect and ±100 for the full control effect
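Eya2 protein (added as 0.2 uM solution) was preincubated with compound for 10 min at ambient temperature in 50 mM HEPES pH 7.5, 50 mM NaCl, 5 uM MgCl2, 0.05% BSA, 1 mM DTT. OMFP (added at 50 uM) then reacted 10 min; fluorescence read at 485/525 nm.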
TSHR antag – blocks TSH signaling through the human TSH receptor; 0.2% of 330,000 active; activity change, negative = inhibition, % at 11.5 µM; AID 504810; TSHR-expressing cells, TSH-stimulated cAMP HTRF, 2 h; stronger effect = lower value; P16473;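 active = activity change below a set negative limit, meaning inhibition stronger than a set level, cut at about -70% in these data; inconclusive = activity change between two set negative limits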; also: % is scaled to controls: 0 for no effect and ±100 for the full control effect
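Inhibition of cAMP made by TSHR-expressing cells under TSH stimulation (4nM final, EC80; 2 h, 37 deg C) is quantified with a one-step lysis HTRF kit, anti-cAMP cryptate versus cAMP-d2.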
ELG1 repair inh – inhibitors of ELG1-dependent DNA repair in HEK293T cells. Potency, µM (highest dose often 46.1 µM), for the others: at the highest dose activity change, negative = inhibition, hits mostly inhibitors. HEK293T ELG1-luciferase reporter, luminescence, 16 h; DNA damage induced by 5-fluorouridine. 2.3% of 330,000 active; also: potency is read from the fitted curve at half-maximal effect; % is scaled to controls: 0 for no effect and ±100 for the full control effect; nearly all actives have a fitted effect of over 55% in size
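Luminescence from the luciferase reporter, measured 30 min after ONE-Glo reagent at room temperature, was the read-out. Beforehand, 2,000 cells per well were exposed for 16 hr at 37 °C to 5-fluorouridine together with compound or vehicle.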
KCNH2 3.1 block – inhibitors of human KCNH2 3.1 potassium channel isoform. activity change, % (tested at about 1.8 µM). U2OS KCNH2 3.1, thallium flux FluxOr; stronger effect = lower value. 0.95% of 340,000 active;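 active = maximum activity change below -70%; inconclusive = maximum activity change from -70% to -50%; inactive = maximum activity change above -50%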;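 also: thallium influx rate constant from kinetic fluorescence after stimulation buffer; % is scaled to controls: 0 for no effect and ±100 for the full control effect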
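U2OS cells transduced with KCNH2 3.1 mutant virus (1.77 x 10^8 /mL, 4 h), plated overnight at 37 C, loaded 45 min with FluxOr dye plus Red40 quencher. Thallium flux rate constant from kinetic reads after stimulation buffer, normalised to controls.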
Active calls of the source: *; i = inactive; ? = inconclusive; . = no result given; [ ] = another dose, or the depositor's remark. Unless noted, calls follow the shape of the dose curve; as a rule, active = well fitted curve in the direction sought with a large enough effect; inconclusive = small, poorly fitted or top-dose-only effect, or another doubt; inactive = no such curve, though single readings can be large; an effect the other way counts as inactive or inconclusive. These rows are one share of the data; count on the stated rates, not on these rows.

SMILES	TRPV1 agonist	A-T KAP1 phos	KCNH2 WT inh	Mito fusion yeast	TCR activator	USP2a inh	Eya2 phos inh	TSHR antag	ELG1 repair inh	KCNH2 3.1 block
C#CCOc1ccc(C2C(C#N)=C(N)Oc3cc(O)ccc32)cc1 (stereo not drawn)	-0.8	24.0%	-4.8	1.7%	.	-1.8%	-0.9%	-5.2	-15.1%	1.7
CC(C)(C)C1CCC(=NNC(=S)NCc2ccccc2)CC1 (stereo not drawn)	-0.6	0.2%	3.8	-5.7%	2.6%	-0.1%	6.1%	17.6	1.0%	-9.0
COc1cc2c(cc1OC)C(c1cccc(OC)c1OC)CC(=O)N2 (stereo not drawn)	0.1	-0.3%	4.1	1.8%	3.0%	1.3%	2.1%	9.0	-4.0%	-11.8
Cc1cc(NC(=O)Nc2cc(Cl)sc2Cl)no1	-2.3	1.8%	3.3	5.3%	5.1%	-6.8%	0.8%	-0.9	0.4%	-11.3
O=C(CC1(O)C(=O)N(Cc2ccc3c(c2)OCO3)c2ccccc21)c1ccccc1 (stereo not drawn)	0.8	3.6%	-4.7	2.6%	-0.5%	1.0%	6.8%	9.9	-9.2%	-0.2
COc1ccc(C(=O)NC(=S)NC2CCCCC2)cc1	?	-33.1%	-3.7	-15.0%	-0.6%	-13.7%	-6.8%	-13.6	?	-16.6
CC(C)C(=O)Nc1c(C(=O)N2CCN(c3ncccn3)CC2)oc2ccccc12	17.7	7.5%	-2.8	18.5%	0.6%	3.1%	7.1%	-8.0	-6.4%	7.1
CCCOc1ccccc1NC(=O)/C=C/C(N)=O	-4.9	.	-0.1	-6.0%	5.2%	0.1%	11.2%	-3.4	4.2%	0.1
COc1ccc(OCc2nnc(SCC(=O)NC3CCCCC3)o2)cc1	0.8	10.3%	-0.5	0.9%	0.3%	2.3%	2.7%	4.6	-0.2%	3.3
COC(=O)C1=C(C(=O)OC)[C@@H]2N(C)c3ccc(OC)cc3[C@@]23C[C@@H](C(=O)OC)N(S(=O)(=O)c2ccc([N+](=O)[O-])cc2)C3=N1	1.5	-10.8%	8.2	-7.6%	6.7%	-0.4%	-4.6%	15.9	0.1%	-16.1
O=C(COC(=O)c1ccc([N+](=O)[O-])s1)Nc1cccc(S(=O)(=O)NC2=NCCCCC2)c1	7.0	18.9%	-3.6	-2.5%	-3.5%	-1.3%	-2.1%	4.0	0.0%	-9.3
Cc1cccc(-c2n[nH]c(=S)n2-c2ccccc2)c1[N+](=O)[O-]	-1.5	-2.7%	-19.8	-3.5%	-5.8%[46.1 µM]	3.9%	-8.5%	-38.9	?	2.9
CCSc1nc2sc3c(c2c(=O)[nH]1)CCCC3	1.7	0.0%	-7.1	12.4%	7.3%[46.1 µM]	-0.8%	4.6%	-12.4	18.2%	-9.6
CC(C)CCNC(=O)c1nn(Cc2ccccc2)c(=O)c2ccccc12	19.6	6.0%	-4.8	1.0%	-6.4%	2.2%	-5.3%	-8.8	-24.4%	1.9
CCc1ccc(NC(=O)N2CCCCCC2)cc1	?	-0.7%	4.6	1.9%	5.0%	0.8%	0.9%	-3.7	?	6.3
Cn1cnnc1SCc1ccc(C(=O)NN)cc1	-0.7	-0.7%	-3.8	-13.3%	-0.5%	1.7%	12.4%	-1.4	-3.9%	-2.6
COCCN1Cc2cccc(C(=O)NC(C)CCc3ccco3)c2C1=O (stereo not drawn)	-2.5	-1.5%	i	-3.3%	-8.0%	0.9%	-2.6%	-2.8	6.6%	-0.3
O=C(CSC1CN(C(c2ccccc2)c2ccccc2)C1)N/N=C/c1ccccc1	?	6.2%	-2.5	-2.8%	8.8%	-2.2%	-4.0%	2.1	-24.6%	-9.2
CC1CCCCC1NC(=O)C(Cc1ccccc1)NS(=O)(=O)c1cccs1 (stereo not drawn)	0.9	.	3.3	-0.8%	.	0.1%	-26.9%	-1.5	-13.2%	-33.6
Cc1cc(CN(C)Cc2cn(C)nc2-c2ccc(Oc3ccccc3)cc2)on1	0.5	13.9%	3.1	17.6%	3.1%	-0.1%	?	-13.8	?	1.2
CCSc1nnc2ccc(-c3ccco3)nn12	-1.0	-4.7%	-18.0	-3.0%	-2.5%	13.6%	18.9%	4.2	2.1%	9.7
CC(C)CC1NC(=O)N(CC(=O)Nc2ccc3c(c2)CCC3)C1=O (stereo not drawn)	14.8	1.2%	3.7	3.8%	-4.5%	0.8%	-9.9%	-4.4	14.6%	-5.9
CC1(C)CC2(CCCN(C(=S)Nc3ccccc3)C2)CCO1 (stereo not drawn)	2.8	20µM*	-3.3	-4.3%	-3.9%	-0.7%	-0.1%	3.1	2.9%	-2.3
C=CCN=C1S/C(=C\c2ccc(Cl)cc2)C(=O)N1CC=C	1.3	23.1%	-2.5	-7.8%	7.6%	4.3%	-9.5%	9.0	-12.8%	-18.3
CSCCC(NS(=O)(=O)/C=C/c1ccccc1)C(=O)O (stereo not drawn)	0.5	3.8%	-0.4	1.3%	-1.4%	2.0%	2.7%	1.0	-4.0%	14.0
Additional records
SMILES	TRPV1 agonist	A-T KAP1 phos	KCNH2 WT inh	Mito fusion yeast	TCR activator	USP2a inh	Eya2 phos inh	TSHR antag	ELG1 repair inh	KCNH2 3.1 block
CCOc1ccccc1N1CCN(C(=O)c2ccc(-c3ccc(OC(C)=O)cc3)cc2)CC1	6.0	1.8%	1.5	?	1.0%	-9.3%	8.0%	11.3	-14.6%	15.3
O=C(OCC(=O)c1cccc2ccccc12)c1ccc(CO)cc1	15.7	-0.9%	-41.2	3.2%	4.3%	4.4%	1.6%	3.6	?	-0.2
COC(=O)NNC(=S)Nc1cc(OC)ccc1OC	-1.4	.	-0.4	-1.4%	.	-1.2%	3.3%	-1.8	-16.0%	1.3
O=C(CN1CCOCC1)NCC12CC3CC(CC(C3)C1)C2	-1.0	-0.5%	-0.5	4.0%	6.5%	1.6%	5.8%	3.7	13.8%	-2.3
O=C1c2ccccc2C(=O)N1CCC1=CCCCC1	-2.3	.	22.6	6.4%	-1.3%	?	-8.3%	-18.1	?	1.3
Cc1cc(C(=O)CCl)c(C)n1-c1c(C)n(C)n(-c2ccccc2)c1=O	-2.7	-5.7%	10.9	3.4%	-1.1%	2.5%	2.5%	-2.6	?	1.0
Cc1ccc(S(=O)(=O)Cc2ccc(C(=O)O)o2)cc1	-0.8	-0.9%	-1.6	0.8%	5.3%	2.6%	14.5%	-5.0	6.1%	16.2
COCCNC(=O)c1cccc2c1C(=O)c1ccc(N3CCOCC3)cc1S2(=O)=O	.	-7.4%	-11.0	.	2.3%	1.8%	4.9%	-11.8	-15.6%	3.5
CCOc1ccccc1NC(=O)C1CCCN(S(=O)(=O)c2cccc3cccnc23)C1 (stereo not drawn)	3.9	-1.4%	-10.7	-0.6%	0.9%	-0.6%	24.1%	4.4	?	1.6
CSc1ccc(CN2CCC(Oc3cccc(C(=O)N4CCCC4)c3)CC2)cc1	18.9	2.3%	2.6	4.5%	1.4%	-0.8%	4.4%	-5.3	?	-28.9
CCOc1cc2sc(N3CCC(C(=O)NCCCN4CCCC4=O)CC3)nc2cc1Br	1.3	10.7%	2.1	-2.9%	0.0%	2.4%	3.6%	2.4	10.5%	-18.8
CC1Cc2ccccc2N1C(=O)CSc1nnnn1C (stereo not drawn)	0.9	0.8%	3.5	-0.3%	9.9%	-8.1%	18.9%	-4.8	-1.3%	6.9
O=C(Nc1cccc(-c2cccc(Cl)c2)c1)C1CCN(Cc2ccon2)CC1	13.8	1.3%	37.9	1.6%	-1.2%	-1.5%	6.0%	-19.5	-14.5%	-47.7
CN(NS(=O)(=O)c1ccc(Br)cc1)c1nc(C(F)(F)F)nc2ccccc12	8.8	5.1%	-9.1	0.5%	-6.5%	3.2%	-7.4%	-41.0	20.6µM*	.
COc1ccccc1NS(=O)(=O)c1ccc(OC)c([N+](=O)[O-])c1	19.4	0.9%	19.9	6.6%	-13.9%	0.9%	2.6%	-7.6	-7.8%	-4.2
COC(=O)c1scc(C#N)c1N/N=C(\C#N)S(=O)(=O)c1ccc(Cl)cc1	1.4	-5.7%	5.9	-0.3%	2.4%	1.2%	-9.0%	-30.3	?	4.8
CNC(=O)c1cc2c(ccc3ccccc32)o1	2.2	0.4%	-13.0	8.6%	-0.6%	2.1%	-5.5%	-3.9	?	-4.3
Cc1ccc(S(=O)(=O)N[C@H](C(=O)OCC(=O)N2N=C(c3ccc(Cl)cc3)CC2c2ccco2)C(C)C)cc1 (stereo partly drawn)	3.1	-13.0%	-5.5	-20.3%	-1.2%	-10.8%	-8.9%	5.8	?	-21.4
Cc1ccc(/C=c2\sc3n(c2=O)CN(c2ccc(Br)cc2)CN=3)o1	4.1	-3.5%	-1.4	2.5%	5.1%	0.1%	-16.4%	8.4	5.0%	-25.1
